TDP1 cell noCPT: qHTS for Inhibitors of human tyrosyl-DNA phosphodiesterase 1 (TDP1): qHTS in cells in absence of CPT; DT40 Tdp1-/- hTDP1 cells, no CPT, ATP luminescence, 48 h; Potency, µM (top dose mostly 46.2 µM), inactives show at the top dose activity change, negative = growth inhibition, usual class: inhibitors; hit rate 15% among 420,000; also: nearly all actives have a fitted effect of over 55% in size
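No-CPT arm: Tdp1-/-;hTDP1 DT40 cells (400/well) plus compounds, incubated ≥48 hr at 37 °C. Readout CellTiter-Glo luminescence.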
TDP1 block: blocks human tyrosyl-DNA phosphodiesterase 1 | Q9NUW8 | recombinant TDP1, AlphaScreen DNA substrate cleavage | Potency, µM (series often up to 130 µM), for inactives: at the top dose activity change, negative = inhibition, most hits filed as inhibitors | hit rate 0.28% among 350,000 | AID 485290; also: nearly all actives have a fitted effect of over 40% in size
Target sequence (Q9NUW8 whole entry, looked up): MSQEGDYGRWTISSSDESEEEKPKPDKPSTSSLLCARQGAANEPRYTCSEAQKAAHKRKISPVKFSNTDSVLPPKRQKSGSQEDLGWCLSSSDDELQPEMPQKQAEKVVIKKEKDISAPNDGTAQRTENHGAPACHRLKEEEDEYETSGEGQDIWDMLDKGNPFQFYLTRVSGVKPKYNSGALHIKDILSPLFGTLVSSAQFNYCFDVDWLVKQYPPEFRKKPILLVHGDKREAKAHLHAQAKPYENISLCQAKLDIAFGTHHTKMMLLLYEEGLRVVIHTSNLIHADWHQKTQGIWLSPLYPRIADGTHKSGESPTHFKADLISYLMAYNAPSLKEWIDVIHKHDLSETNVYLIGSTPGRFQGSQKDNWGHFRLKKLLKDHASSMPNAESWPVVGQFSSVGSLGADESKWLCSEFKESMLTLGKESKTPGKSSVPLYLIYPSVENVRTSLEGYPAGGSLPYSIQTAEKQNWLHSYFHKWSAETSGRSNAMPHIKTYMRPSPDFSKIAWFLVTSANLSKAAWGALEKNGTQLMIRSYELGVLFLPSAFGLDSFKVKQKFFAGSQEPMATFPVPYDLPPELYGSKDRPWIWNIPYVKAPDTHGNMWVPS
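Steps: enzyme plus compound, 15 min RT; add biotin/phosphotyrosine-FITC oligonucleotide (15 nM final), react 5 min; add donor/acceptor beads (10 ug/ml final), 10 min; read AlphaScreen. Tdp1 at 1 nM final.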
KAT2A inh: inhibitors of human GCN5L2 histone acetyltransferase; Q92830; GCN5L2 HAT assay, ThioGlo1 CoA-SH fluorescence; Potency, µM (series often up to 58.9 µM), without a hit: at the top dose activity change, negative = inhibition, most hits filed as inhibitors; hit rate 0.21% among 390,000; AID 504327
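Preincubate 20nM GCN5L2 with compound 15 min, RT → add 50uM ThioGlo1 + 75uM H3(1-25) + 70uM acetyl-CoA → read fluorescence 0 and 20 min. Primary qHTS; fluorescent artifacts likely.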
The depositor's hits bear a star; ? = inconclusive; / = no result given; & = joins results of further samples; [ ] = dose if it differs, or a comment. Calls follow the shape of the dose curve; as a rule, active = well fitted curve in the direction sought with a large enough effect; inconclusive = small, poorly fitted or top-dose-only effect, or another doubt; inactive = no such curve, though single readings can be large; an effect the other way counts as inactive or inconclusive. % is scaled to controls: 0 for no effect and ±100 for the full control effect; potency is read from the fitted curve at half-maximal effect.

#	canonical_smiles	TDP1 cell noCPT	TDP1 block	KAT2A inh
1	CCOc1cccc2cc(C(=O)NCc3cccnc3)c(=O)oc12	-15%	7%	-9%
2	COc1ccc(C(=O)Nc2cccc(S(C)(=O)=O)c2)cc1	23µM*	3%	-8%
3	Cc1ccc(-n2ccc(=O)c(C(=O)Nc3ccc(S(=O)(=O)Nc4nccc(C)n4)cc3)n2)cc1	7%	?	-19%
4	Nc1nonc1C(=O)OCC(=O)N1CCOCC1	-2%	2%	-3%
5	CCc1ccc(CNC(=O)C2CCN(S(=O)(=O)N3CC(C)CC(C)C3)CC2)cc1 (stereo unspecified)	9%	3%	-3%
6	COc1cccc(N(C(=O)c2ccco2)c2nc(-c3sc(NC(=O)c4ccco4)nc3C)cs2)c1	15µM*	7%	2%
7	COc1cc(C2NC(=S)NC(c3ccccc3)=C2C(C)=O)ccc1O (stereo unspecified)	-20%	3%	-3%
8	Cc1cc(N2CCCCC2C)nc(-c2ccccc2O)n1 (stereo unspecified)	21µM*	-4%	-15%
9	CN(c1ccccc1)c1nc(N)c([N+](=O)[O-])c(Nc2ccccc2)n1	-14%	/	2%
10	CC(C)(C#N)C(C)(C)c1nn[nH]n1	7%	4%	-2%
11	O=C(O)c1cc(C2CC2)nn1-c1ccccc1	-1%	0%	-4%
12	Cc1nn(-c2ccccc2)c(NC(=O)c2cccs2)c(-c2ccccc2Cl)c1=O	-2%	4%	-13%
13	COc1cc(C(=O)OCC(=O)NC2CCCCC2)cc2c1OCCO2	-6%	1%	-6%
14	CC(=O)NNc1ncnc2c1cnn2-c1ccc(C)c(C)c1	19%	5%	-5%
15	COc1cc(NC(=O)N2CCOCC2)cc(OC)c1	5%	0%	-11%

(next part)
#	canonical_smiles	TDP1 cell noCPT	TDP1 block	KAT2A inh
16	CCOc1ccc(N2Cc3ncccc3C2=O)cc1	-15%	-2%	-1%
17	COc1cc(NC(=O)Cn2c(=O)n(CC3CCCO3)c(=O)c3cc(OC)c(OC)cc32)cc(OC)c1 (stereo unspecified)	-6%&-23%	-4%[12.3 µM]	-1%&-5%
18	O=C1CC(NCC2CCCO2)C(=O)N1c1ccc(Cl)cc1 (stereo unspecified)	7%	-5%	2%
19	c1csc(-c2nc3ccccn3c2NC2CCCCC2)c1	?	5%	-11%
20	Cc1nc([N+](=O)[O-])cn1CC(=O)Nc1ccc(F)c(Cl)c1	-3%	/	-3%
21	Cc1noc(C)c1COc1ccccc1C(=O)NCCOc1ccccc1F	?	-1%	1%
22	O=C(OCC(O)COc1ccccc1)c1ccc([N+](=O)[O-])cc1 (stereo unspecified)	-9%	/	2%
23	CCOC(=O)C1=CN(CC)S(=O)(=O)NC1c1ccc(C(F)(F)F)cc1 (stereo unspecified)	-16%	/	-1%
24	Nc1cc(=O)[nH]c(SCC(=O)NCC2CCCO2)n1 (stereo unspecified)	3%	-1%	1%
25	N#Cc1cccc(NC(=O)CNc2cccc(S(=O)(=O)N3CCCC3)c2)c1	?	1%	-7%
26	C=CCNc1oc(-c2ccc(-c3ccccc3)cc2)nc1C#N	/	4%	-7%
27	CCCc1nc(NCc2ccco2)c(C#N)c2c1COC(C)(C)C2	-27%	3%	-2%
28	CCC(C)NC(=O)COC(=O)c1cc([N+](=O)[O-])ccc1Sc1nc(C)cs1 (stereo unspecified)	-16%	-1%	-2%
29	Cc1ccc2c(C)c(C(=O)N(C)Cc3ccncn3)oc2c1C	15%	2%	1%
30	Nc1ncc(Br)cc1S(=O)(=O)Nc1cc(C(F)(F)F)cc(C(F)(F)F)c1	18µM*	2%	-39%

5 of the compounds above, with one line to a screen.
[16] CCOc1ccc(N2Cc3ncccc3C2=O)cc1
[17] COc1cc(NC(=O)Cn2c(=O)n(CC3CCCO3)c(=O)c3cc(OC)c(OC)cc32)cc(OC)c1 (stereo unspecified)
[18] O=C1CC(NCC2CCCO2)C(=O)N1c1ccc(Cl)cc1 (stereo unspecified)
[19] c1csc(-c2nc3ccccn3c2NC2CCCCC2)c1
[20] Cc1nc([N+](=O)[O-])cn1CC(=O)Nc1ccc(F)c(Cl)c1
assay / compound | 16 | 17 | 18 | 19 | 20
TDP1 cell noCPT | -15% | -6%&-23% | 7% | ? | -3%
TDP1 block | -2% | -4%[12.3 µM] | -5% | 5% | /
KAT2A inh | -1% | -1%&-5% | 2% | -11% | -3%

(continued)
#	canonical_smiles	TDP1 cell noCPT	TDP1 block	KAT2A inh
31	Cc1c(CN2CCCC(C(=O)c3cccc(OC(C)C)c3)C2)c(=O)n(-c2ccccc2)n1C (stereo unspecified)	-6%	6%	-3%
32	Cc1cccc(C(C)C)c1NC(=O)C(C)OC(=O)Cc1n[nH]c(=O)c2ccccc12 (stereo unspecified)	-9%	-1%[0.505 µM]	-13%
33	O=c1[nH]c2ccccc2c(O)c1-c1ccccc1	-4%	/	-13%
34	O=C(Nc1ccc(F)cc1)c1ccc2nc[nH]c2c1	?	6%	-3%
35	c1ccc2c(c1)CCCC2C1=NCCN1 (stereo unspecified)	-11%&-10%&-8%	3%	1%&-11%&3%
36	O=S(=O)(NCCCCCNS(=O)(=O)c1ccccc1)c1ccccc1	26µM*	8%	-2%
37	COc1ccc(NC(=O)Nc2cccc(F)c2)c(OC)c1	-11%	5%	-2%
38	CCOc1ccc(N(CC(=O)NCCSCc2ccco2)S(=O)(=O)c2ccc(F)cc2)cc1	21µM*	6%	-5%
39	O=c1c2ccccc2nc(/C=C/c2ccccc2)n1CCCO	?	/	0%
40	O=C(O)CCn1c(=S)n(CCC(=O)O)c2ccccc21	22%	-3%	3%
41	O=[N+]([O-])c1ccc2nc(/C=C/c3ccc(Cl)cc3)[nH]c2c1	18µM*	4%	-13%
42	CCSc1ccccc1C(=O)n1nnc2ccccc21	?	-5%	/
43	Cc1ccc(C(=O)N2CCC3(CC2)Oc2ccc(F)cc2C(=O)C32CC(c3cccnc3)=NO2)s1 (stereo unspecified)	-24%	-1%	21%
44	CC(NC(=O)C12CC3CC(CC(C3)C1)C2)c1ccc2c(c1)OCCO2 (stereo unspecified)	-21%	5%	-5%
45	c1ccc(-c2noc(CN3CCCC(OCc4ccccn4)C3)n2)cc1 (stereo unspecified)	-8%	6%	0%

Shown as labelled records: part of the list above.
[34] O=C(Nc1ccc(F)cc1)c1ccc2nc[nH]c2c1
  TDP1 cell noCPT: ?
  TDP1 block: 6%
  KAT2A inh: -3%
[35] c1ccc2c(c1)CCCC2C1=NCCN1 (stereo unspecified)
  TDP1 cell noCPT: -11%&-10%&-8%
  TDP1 block: 3%
  KAT2A inh: 1%&-11%&3%
[36] O=S(=O)(NCCCCCNS(=O)(=O)c1ccccc1)c1ccccc1
  TDP1 cell noCPT: 26µM*
  TDP1 block: 8%
  KAT2A inh: -2%
[37] COc1ccc(NC(=O)Nc2cccc(F)c2)c(OC)c1
  TDP1 cell noCPT: -11%
  TDP1 block: 5%
  KAT2A inh: -2%

Going on with the list.
Every second line gives: TDP1 cell noCPT | TDP1 block | KAT2A inh
46: Fc1ccc(Nc2nnc(C(F)(F)F)s2)cc1
 : -27% | 4% | -5%
47: Cc1noc(C)c1S(=O)(=O)N(C)C[C@H]1Oc2ccc(NS(=O)(=O)c3ccccc3)cc2C(=O)N([C@H](C)CO)C[C@@H]1C
 : -9% | 3% | -17%
48: CC(C)Cn1cnc2c(c1=N)C(c1ccccc1)C1=C(CC(C)(C)CC1=O)O2 (stereo unspecified)
 : ? | 6% | -2%
49: COc1ccc(S(=O)(=O)N2CCCCC2)cc1NC(=O)C1CCCO1 (stereo unspecified)
 : -20% | -8% | 4%
50: COc1cccc(C(=O)OCC(=O)NCCNC(=O)COC(=O)c2cccc(OC)c2OC)c1OC
 : -24% | 4% | -14%
51: CS(=O)(=O)N(CC(=O)N1CCCC1)Cc1ccc(F)cc1
 : 11% | 1% | -4%
52: CCn1cc(C(=O)Nn2cnnc2)c(=O)c2ccc(C)nc21
 : -16% | 6% | 6%
53: Cc1ccccc1CNC(=O)Cn1cc2c(n1)-c1c(oc(C(=O)N3CCCC3)c1C)CC2
 : ? | 8% | -14%
54: CCOC(=O)Cn1c(=O)n(-c2ccccc2OC)c2nc(-c3ccccc3F)nc(C(N)=O)c21
 : / | 4% | -12%
55: CNC[C@@H]1Oc2ccc(NC(=O)Nc3ccccc3)cc2C(=O)N([C@@H](C)CO)C[C@H]1C
 : -6% | 1% | -1%
56: COC(=O)CCC(=O)NC(=S)Nc1ccc(S(=O)(=O)N2CCCC2)cc1
 : -15% | 5% | -7%
57: CC(=O)N(c1c(C)n(C)n(-c2ccccc2)c1=O)C1(C(=O)NC2CCCC2)CCCCC1
 : 1% | 1% | -2%
58: CC(=O)Nc1ccc(NS(=O)(=O)c2cccc3nonc23)cc1
 : 1% | 10% | -5%
59: Cc1ccc(-c2nc(C)c(CCNC(=O)c3cccs3)s2)cc1
 : / | 1% | 11%
60: COc1ccc2cc(C(C)=O)c(=O)oc2c1
 : 12% | -1% | -10%
61: Cc1ccc(NC2CCCN(C(=O)c3cn(C)c4ccccc34)C2)cc1C (stereo unspecified)
 : ? | 9% | -15%
62: Cc1ccc(S(=O)(=O)N2CCOCC2)cc1NC(=O)COC(=O)c1ccc(Cl)s1
 : -2% | 2% | -1%
63: CCN(CC)CCCn1c(=S)[nH]c2ccccc2c1=O
 : -2% | -1% | -4%
64: O=C(c1ccc(Cl)cc1)N1CCN(c2cccc3[nH]ccc23)CC1
 : -24% | 5% | 2%
65: OC(c1ccccc1)c1nc2ccccc2n1Cc1c(F)cccc1Cl (stereo unspecified)
 : ? | 8% | -4%

Next results.
Every second line gives: TDP1 cell noCPT | TDP1 block | KAT2A inh
66: COCCn1c(=O)c(-c2cccs2)nc2cnc(N3CCOCC3)nc21
 : 29% | / | -6%
67: CCS(=O)(=O)N1N=C(c2ccccc2)CC1c1ccc2nccnc2c1 (stereo unspecified)
 : 10µM* | 8% | -1%
68: COC(=O)c1c(NC(C)=O)sc(Cc2ccccc2)c1C
 : -27% | 8% | ?
69: Cc1cccc(OCC(=O)Nc2cccc(-c3nnc(-c4ccccc4)o3)c2)c1C
 : ? | -2% | 2%
70: c1cc(NC2CC2)nc(-c2ccoc2)n1
 : -3% | / | -24%
71: NNC(=O)c1cnn(Cc2ccccc2)c1N
 : -7% | 3% | -3%
72: Cc1ccc(SCCC(=O)OCC(=O)NCC2CCCCC2)cc1
 : ? | -2% | -6%
73: CC(=O)Oc1ccc(Cl)cc1/C=C/c1ccc2ccccc2n1
 : 29µM* | / | 24%
74: O=C(COC(=O)c1ccc([N+](=O)[O-])o1)NC12CC3CC(CC(C3)C1)C2
 : ? | 1% | 0%
75: CCc1cc2c(cc3c(=O)n(CC(=O)N4CCN(c5cc(Cl)ccc5C)CC4)nc(CC)n32)s1
 : -27% | 4% | -2%
76: COc1ccc(-c2nnn(CC(=O)N(Cc3cccs3)C(C)C(=O)NCCC(C)C)n2)cc1OC (stereo unspecified)
 : 21µM* | 5% | -4%
77: CCOc1ccc(S(=O)(=O)/N=C(/Nc2ccc(C)c(S(=O)(=O)N3CCOCC3)c2)c2ccccc2)cc1
 : ? | 0% | -11%
78: O=C(c1ccccn1)N(Cc1cc2ccccc2[nH]c1=O)C1CCCCC1
 : -21% | 4% | -4%
79: COc1cccc(/C=C(/C(=O)OCC(=O)NC2CCCC(C)C2C)c2ccccc2)c1 (stereo unspecified)
 : 21µM* | 1% | -9%
80: COc1ccc(C(=O)N2CC(=O)Nc3ccc(Br)cc3C2c2ccc(F)cc2)cc1OC (stereo unspecified)
 : ? | 6% | -10%
81: CNC(=O)Nc1ccccc1C(=O)Nc1ccccc1
 : -35% | 4% | -7%
82: O=C(C1=C(O)C(=O)N(CCOCCO)C1c1cccc([N+](=O)[O-])c1)c1cccs1 (stereo unspecified)
 : 14% | 5% | -4%

Of the compounds above, 4 have a cyano group.
Every second line gives: TDP1 cell noCPT | TDP1 block | KAT2A inh
10: CC(C)(C#N)C(C)(C)c1nn[nH]n1
 : 7% | 4% | -2%
25: N#Cc1cccc(NC(=O)CNc2cccc(S(=O)(=O)N3CCCC3)c2)c1
 : ? | 1% | -7%
26: C=CCNc1oc(-c2ccc(-c3ccccc3)cc2)nc1C#N
 : / | 4% | -7%
27: CCCc1nc(NCc2ccco2)c(C#N)c2c1COC(C)(C)C2
 : -27% | 3% | -2%

Some of the compounds tested; the hit share may differ from the screen's.
